Compound activity as filed in PubChem BioAssay.
HTT cytoprotect: Huntington cell model cytoprotection by ATP luminescence; PC12 HTT-Q103 induced, cytoprotection, ATP luminescence, 40 h; Potency, µM (top dose mostly 56.4 µM), for the others: cytoprotection (ATP increase), actives largely listed as activators; hit rate 0.14% among 230,000; AID 1471;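 note: potency is the fitted concentration of half-maximal effect; % of control where 0% means no effect; nearly all actives have a fitted effect of over 45% in size; toxic huntingtin expression switched on by the ecdysone agonist tebufenozide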
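Cells were plated at 1500 per well in phenol red-free DMEM with 5% equine and 5% calf serum. Tebufenozide (100 nM final) and compounds were added, then ATPlite reagent, and luminescence was read.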
CBFb-RUNX1 inh: blocks binding between human CBF-beta and RUNX1 | Q01196+Q13951 | AlphaScreen CBFb-His/RUNX1-biotin binding, biochemical | Potency, µM (highest dose often 59.8 µM), without a hit: at the highest dose activity, negative = inhibition, usual class: inhibitors | 230,000 tested, under 10 active | AID 1477; note: % of control where 0% means no effect
Target sequence (Q01196 whole entry, looked up): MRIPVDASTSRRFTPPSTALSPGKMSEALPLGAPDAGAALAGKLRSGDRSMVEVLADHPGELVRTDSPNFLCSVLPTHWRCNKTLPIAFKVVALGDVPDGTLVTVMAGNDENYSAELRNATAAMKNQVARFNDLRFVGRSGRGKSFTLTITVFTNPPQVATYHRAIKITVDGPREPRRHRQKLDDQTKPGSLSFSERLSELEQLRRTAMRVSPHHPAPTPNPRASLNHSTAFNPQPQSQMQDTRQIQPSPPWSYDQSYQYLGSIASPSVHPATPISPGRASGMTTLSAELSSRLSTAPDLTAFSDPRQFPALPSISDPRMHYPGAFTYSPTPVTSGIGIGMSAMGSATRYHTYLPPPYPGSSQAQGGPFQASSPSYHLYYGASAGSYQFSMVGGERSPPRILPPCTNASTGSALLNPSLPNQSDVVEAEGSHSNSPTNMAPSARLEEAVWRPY
Target sequence (Q13951 whole entry, looked up): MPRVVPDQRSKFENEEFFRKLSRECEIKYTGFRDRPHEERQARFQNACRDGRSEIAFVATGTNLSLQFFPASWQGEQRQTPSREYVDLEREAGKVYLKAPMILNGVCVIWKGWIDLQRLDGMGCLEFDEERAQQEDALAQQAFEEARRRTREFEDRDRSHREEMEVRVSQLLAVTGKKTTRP
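AlphaScreen binding: CBFb-His and RUNX1-biotin (30 nM each) preincubated 20 min, compound added for 15 min, then nickel and streptavidin beads for 90 min, all at room temperature. Disruption of the interaction by any mechanism counts as activity.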
SMN2 splice up: enhancers of SMN2 splice variant expression. HEK293 SMN2-luciferase splicing reporter, luminescence, 30-36 h. Potency, µM (titrated, usually from 46.1 µM), for inactives: top-dose activity change, positive = activation, actives largely listed as activators. hit rate 2.8% among 210,000; note: potency is the fitted concentration of half-maximal effect; % of control where 0% means no effect; nearly all actives have a fitted effect of over 55% in size
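qHTS luciferase splicing reporter: luminescence rises when SMN2 exon 7 is included in transfected HEK293 cells. Compound exposure lasted 30-36 h at 37C, with 4.5 mM final sodium butyrate as control, followed by a ONE-Glo read.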
IMPase Li cell: cell-permeable IMPase inhibitors with lithium potentiation; hit rate 0.35% among 210,000; CHO-M1 cells, IP1 TR-FRET (IP-One), carbachol + lithium; Potency, µM (series often up to 59.4 µM), for the others: at the highest dose activity, negative = IMPase inhibition, actives largely listed as inhibitors;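 note: IP1 builds up when IMPase is blocked and the TR-FRET signal falls; potency is the fitted concentration of half-maximal effect; plate controls were basal vehicle for no effect and high inhibitor control for full effect; nearly all actives have a fitted effect of over 50% in size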
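CHO cells stably expressing M1 receptor (2000/well) were cultured 16–30 h, then exposed to compounds with a small lithium addition for 30 min at 37C. IP1 was measured by TR-FRET competition; AC50 from Hill fits.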
LMNA splice mod: changes lamin A minigene splicing in HeLa cells. HeLa LMNA splicing GFP/RFP minigene ratio, 48 h. Potency, µM (titrated, usually from 46.1 µM), without a hit: top-dose ratio change, negative = inhibition, most hits filed as inhibitors. hit rate 0.01% among 200,000; active = well fitted inhibition curve with a large enough effect in the signal ratio, with a control signal flat, not every such curve was filed as active; inconclusive = small, poorly fitted or top-dose-only effect, or effect the other way, or a change in a side signal; the % refers to the signal ratio; note: potency is the fitted concentration of half-maximal effect; % is set by controls: 0 for no effect and ±100 for the full control effect
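S3 HeLa cells stably expressing lamin A-EGFP splicing minigene plus DsRed2, 600 cells/well, 48 h compound exposure at 37C. Laser-scanning cytometry; analysed as GFP (500-530 nm)/RFP (575-640 nm) total intensity ratio; 0.5% DMSO vehicle.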
Luc counter: blocks Kinase-Glo luciferase, a counter-screen artifact. Q27757. Kinase-Glo luciferase, ATP luminescence, 8 min. Potency, µM (doses to about 38.3 µM), without a hit: at the top dose activity change, negative = inhibition, actives largely listed as inhibitors. hit rate 0.28% among 200,000; note: potency is the fitted concentration of half-maximal effect; % is set by controls: 0 for no effect and ±100 for the full control effect; nearly all actives have a fitted effect of over 60% in size
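Luminescence was the read-out, taken after 8-minute incubation at ambient temperature. Luciferase turned over luciferin with 10 uM ATP in imidazole pH 7.2 buffer containing KCl, MgCl2, Tween 20 and BSA.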
HTT aggregate: mutant huntingtin aggregation inhibition; PC12 HttQ103-GFP aggregates, Acumen cytometry, 40 h; Potency, µM (doses to about 46.1 µM), without a hit: at the highest dose activity change, negative = inhibition, actives largely listed as inhibitors; hit rate 1.1% among 220,000; note: potency is the fitted concentration of half-maximal effect; % is set by controls: 0 for no effect and ±100 for the full control effect; nearly all actives have a fitted effect of over 60% in size
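Ecdysone-promoter PC12 model expressing HTT exon 1 Q103 fused to GFP, induced by tebufenozide at 100 nM final. Compounds titrated; aggregates sized 1–25 µm scored on a 488 nm laser cytometer.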
* hit, by the source's call; ? = inconclusive; / = not tested or not shown; & = joins results of further samples; [ ] = another dose, or the depositor's remark. Unless noted, calls come from the whole dose curve; as a rule, active = well fitted curve in the direction sought with a large enough effect; inconclusive = small, poorly fitted or top-dose-only effect, or another doubt; inactive = no such curve, though single readings can be large; an effect the other way counts as inactive or inconclusive.

Codes – A = HTT cytoprotect; B = CBFb-RUNX1 inh; C = SMN2 splice up; D = IMPase Li cell; E = LMNA splice mod; F = Luc counter; G = HTT aggregate
CCOC(=O)c1ccc(NC(=O)Cn2nnc(-c3ccc(F)cc3)n2)cc1
  A: 1%; B: 4%; C: ?; D: 0%[38.3 µM]; E: 1%; F: 2%; G: 1%

Cc1ccc(C(=O)C[n+]2cc(Br)cc(Br)c2)cc1
  A: 3%[10 µM]; B: -9%; C: /; D: /; E: /; F: /; G: -16%[9.22 µM]

Nc1nc(Sc2ncccc2[N+](=O)[O-])n[nH]1
  A: 16%[10 µM]; B: 0%; C: /; D: /; E: /; F: /; G: -10%[9.22 µM]

CC(C)=CC(=O)Nc1ccccc1C(N)=O
  A: -2%; B: 9%; C: -8%; D: -10%[38.3 µM]; E: 8%; F: -4%; G: 20%

O=C(/C=C\c1cn(-c2ccccc2)nc1-c1cccs1)N1CCOCC1
  A: 8%[0.074 µM]; B: 4%; C: 26%; D: -2%; E: -5%; F: -1%; G: 1%

O=C(CN1CCCCC1)NC(=O)NCc1ccccc1
  A: -41%[0.074 µM]; B: 0%; C: 14%; D: -1%; E: -4%; F: 4%; G: 7%

CC(C)(C)c1ccc(Oc2ccc(NC(=O)c3ccccc3C(=O)O)cn2)cc1
  A: -3%[10 µM]; B: -5%; C: /; D: /; E: 25%[46 µM]; F: /; G: -4%[9.22 µM]

OC(COc1cccc(OCC(O)CN2CCCC2)c1)CN1CCCC1 (centres undefined)
  A: 21%[10 µM]; B: 2%; C: ?; D: -13%[38.3 µM]; E: ?; F: -3%; G: 4%

O=C1C2CC=CCC2C(=O)N1CC(=O)N(Cc1ccccc1)C1CCS(=O)(=O)C1 (centres undefined)
  A: -19%[10 µM]; B: 6%; C: -8%; D: -12%[38.3 µM]; E: 6%; F: -6%; G: 7%

CCC(=O)OCC(=O)Nc1cc(C)c(C)cc1[N+](=O)[O-]
  A: 22%[10 µM]; B: -7%; C: 12%; D: 5%; E: 3%; F: 2%; G: -13%

O=C1CSCN1c1ccc(Cl)c(Cl)c1
  A: -15%[1.9 µM]; B: 2%; C: -4%; D: -16%; E: /; F: 0%; G: -3%[9.22 µM]

Cc1nc2c(c(=O)c3ccccc3n2C)c(=O)n1C1CCCCCC1
  A: 20%[10 µM]; B: -6%; C: /; D: /; E: /; F: /; G: -6%[9.22 µM]

COCC(=O)Nc1cc(Cl)ccc1C
  A: 14%; B: 3%; C: -1%; D: 7%; E: ?; F: -1%; G: 13%

Cc1cc(C(=O)Nc2cccc(S(=O)(=O)N3CCCCC3)c2)c2ccccc2n1
  A: -21%; B: -8%; C: -8%; D: 1%; E: 1%[9.22 µM]; F: 4%; G: -9%

COc1ccc2[nH]c(=O)c(CN(CCCN3CCOCC3)C(=O)NCc3ccccc3)cc2c1
  A: -4%; B: 1%; C: /; D: /; E: 3%; F: /; G: -12%

Quoted at random: 2 entries already listed
Codes – A = HTT cytoprotect; B = CBFb-RUNX1 inh; C = SMN2 splice up; D = IMPase Li cell; E = LMNA splice mod; F = Luc counter; G = HTT aggregate
O=C(/C=C\c1cn(-c2ccccc2)nc1-c1cccs1)N1CCOCC1
  A: 8%[0.074 µM]; B: 4%; C: 26%; D: -2%; E: -5%; F: -1%; G: 1%

Cc1cc(C(=O)Nc2cccc(S(=O)(=O)N3CCCCC3)c2)c2ccccc2n1
  A: -21%; B: -8%; C: -8%; D: 1%; E: 1%[9.22 µM]; F: 4%; G: -9%

The results go on:
Codes – A = HTT cytoprotect; B = CBFb-RUNX1 inh; C = SMN2 splice up; D = IMPase Li cell; E = LMNA splice mod; F = Luc counter; G = HTT aggregate
CN(CC(O)COc1c(F)cc(Br)cc1F)C1CCCCC1 (centres undefined)
  A: -7%[10 µM]; B: 7%; C: -1%; D: 7%; E: -1%; F: -5%; G: 3%

CCCCNC(=O)CCCCn1c(=S)[nH]c2c([nH]c3ccc(OC)cc32)c1=O
  A: 29%[10 µM]; B: -21%; C: -12%; D: -2%; E: 18%[46 µM]; F: -3%; G: 9%

CC(=C\c1ccccc1)/C=C1/SC(=S)N(C(C(=O)O)C(C)C)C1=O (centres undefined)
  A: -8%; B: -21%; C: -2%; D: -1%; E: ?; F: 5%; G: 23%

C=CCOC(=O)NC(c1ccc(F)c(F)c1)C(C(=O)COC)C(=O)OC (centres undefined)
  A: 17%&15%; B: 2%&-8%; C: -3%&-6%; D: 2%&14%; E: /; F: 0%&-2%; G: /

COc1cccc(N/C(N)=N/c2nc(CSc3ccccn3)cc(=O)[nH]2)c1
  A: -140%[inhibitor]; B: 1%; C: -68%[inhibitor]; D: 8%; E: /; F: 1%; G: -1%

COc1ccc2c(c1)CCC/C2=N/OC(=O)c1ccccc1OC
  A: -41%[inhibitor]; B: -8%; C: -17%; D: ?; E: /; F: -2%; G: -17%

COc1ccc(/C=N/NC(=O)Nc2cccc3nsnc23)cc1OC
  A: ?; B: -4%; C: -8%; D: 9%; E: -2%; F: 0%; G: -9%

CCOC(=O)/C(C#N)=C/c1cccn1-c1ccc(Cl)cc1
  A: 11%[10 µM]; B: 28%; C: /; D: /; E: /; F: /; G: -3%[9.22 µM]

O=C(C1CCCN(S(=O)(=O)c2cccc3nonc23)C1)N1CCC(Cc2ccccc2)CC1 (centres undefined)
  A: -39%[inhibitor]; B: 9%; C: -12%; D: -5%[38.3 µM]; E: ?; F: 6%; G: 35µM*

CCOC(=O)N/N=C/c1ccc(OCCSc2ccc(Cl)cc2)c(OCC)c1
  A: -7%[10 µM]; B: -7%; C: -57%[inhibitor]; D: -7%; E: ?; F: -4%; G: -14%

O=C(/C=C/c1ccc(F)cc1)Nc1ccc(S(=O)(=O)Nc2ncccn2)cc1
  A: 11%[10 µM]; B: -4%; C: /; D: /; E: /; F: /; G: 4%[9.22 µM]

O=C(O)c1ccc(CSc2nnc(-c3ccco3)o2)cc1
  A: -9%; B: -3%; C: 1%; D: -2%[38.3 µM]; E: 7%; F: 19%; G: -13%

Cc1cccc(N2CCN(C(=O)c3ccncc3)CC2)c1C
  A: -6%; B: 5%; C: ?; D: 11%[38.3 µM]; E: ?; F: 0%; G: -14%

Cc1c2oc3c(C)ccc(C(=O)N[C@@H]4C(=O)N[C@H](C(C)C)C(=O)N5CCC[C@H]5C(=O)N(C)CC(=O)N(C)[C@@H](C(C)C)C(=O)O[C@@H]4C)c3nc-2c(C(=O)N[C@@H]2C(=O)N[C@H](C(C)C)C(=O)N3CCC[C@H]3C(=O)N(C)CC(=O)N(C)[C@@H](C(C)C)C(=O)O[C@@H]2C)c(N)c1=O
  A: -46%&-157%&-172%[inhibitor]; B: -5%; C: -87%[inhibitor]; D: 4%&-7%; E: /; F: -1%[39.9 µM]; G: 0.032µM*

COc1ccc2[nH]cc(CCNc3cc(-c4ccc5c(c4)OCO5)ncn3)c2c1
  A: -102%[inhibitor]; B: /; C: /; D: 26%; E: ?; F: /; G: /

COc1cc(CO)cc(Br)c1OCC(=O)N1CCCCC1
  A: 10%[10 µM]; B: -5%; C: -9%; D: -9%[38.3 µM]; E: 5%; F: 0%; G: -74%

Cc1cc(C)c(C(=O)Nc2cccc(F)c2)c(Cl)n1
  A: 2%; B: 5%; C: -65%[inhibitor]; D: -8%; E: /; F: 3%; G: 2%

CCOC(=O)c1ccc(NC(=O)CS(=O)(=O)c2cn(CC)c3ccccc23)cc1
  A: -14%; B: 4%; C: 8%; D: -4%[38.3 µM]; E: -3%; F: -7%; G: -1%

Cc1cccc(NC(=O)CCCN2C(=S)NC(C)(C)CC2C)c1C (centres undefined)
  A: -32%; B: 2%; C: -1%; D: -3%; E: 8%[46 µM]; F: 3%; G: 2%

CC1CCCCC1NC(=O)COC(=O)Cc1ccc(Br)cc1 (centres undefined)
  A: -4%; B: 1%; C: 5%; D: 1%; E: -14%[46 µM]; F: 1%; G: -13%

O=C(O)C1=CCCNC1
  A: -5%; B: ?; C: -14%&2%&-1%; D: 6%&4%&2%&7%; E: ?; F: -2%&-2%&-1%; G: /

Cc1ccc(C(=O)NCc2ccc3c(c2)OCO3)cc1S(=O)(=O)N1CCCCC1
  A: -2%[10 µM]; B: 10%; C: -91%[inhibitor]; D: 21%[38.3 µM]; E: -24%; F: -4%; G: -5%

COc1ccc(OC)c(C(=O)c2coc3ccc(O)c(CN4CCOCC4)c23)c1
  A: -35%; B: 4%; C: /; D: 7%[38.3 µM]; E: -4%; F: -1%; G: -7%

O=c1[nH]c(=O)n(-c2ccccc2)c2c1C(C(F)(F)F)(C(F)(F)F)N=C(CCC1CCCCC1)N2
  A: 19%[10 µM]; B: 0%; C: -20%; D: -13%; E: -3%; F: 2%; G: -16%

Oc1ccc(-c2nc3c4c(ncn3n2)-c2ccccc2CC42CCCC2)cc1
  A: /; B: 0%; C: -46%[inhibitor]; D: 5%; E: 10%; F: 2%; G: -23%

c1ccc(-c2nc3cnccn3c2Nc2ccc3c(c2)OCCO3)cc1
  A: 3%[10 µM]; B: -17%; C: -4%; D: 12%; E: -9%; F: -2%; G: 7%

CCC12CN3CC(CC)(CN(C1)C3c1ccc([N+](=O)[O-])o1)C2=O (centres undefined)
  A: 24%[10 µM]; B: 6%; C: /; D: 0%; E: 23%[46 µM]; F: -1%; G: 5%[9.22 µM]

O=S(=O)(CCN1C=CC(C(F)(F)F)=NCC1)c1ccc(Cl)cc1Cl
  A: 14%[10 µM]; B: -7%; C: /; D: /; E: /; F: /; G: 6%[9.22 µM]

CC1=NN(c2nc(-c3ccccc3)cs2)C(=O)C1N=Nc1ccccc1 (centres undefined)
  A: -13%; B: -24%; C: /; D: 6%; E: /; F: /; G: -9%

CCCn1c(=O)c(C#N)cn(C2CC2)c1=O
  A: 10%[10 µM]; B: 13%; C: /; D: /; E: /; F: /; G: -7%[9.22 µM]

CC1=CC2=NC(=O)/C(=C\c3ccc(-c4cccc(Cl)c4)o3)C(=N)N2O1
  A: 7%[10 µM]; B: 5%; C: -5%[1.84 µM]; D: -20%; E: ?; F: -2%; G: -12%

Cn1c(SCC(=O)O)nnc1C1CCCCC1
  A: 14%[10 µM]; B: 7%; C: 18%; D: -2%[38.3 µM]; E: -3%; F: 4%; G: 0%

COc1ccc(C(=O)OC(C)CN2CCN(C)CC2)cc1OC (centres undefined)
  A: -8%; B: 2%; C: -5%; D: -6%[38.3 µM]; E: -2%; F: -3%; G: 11%
